Screens from PubChem.
TEAD-YAP inh – TEAD-YAP interaction inhibition | HEK-TIYL cells, TEAD-Gal4/YAP UAS-luciferase luminescence | inhibition, % at 9.12 µM | hit rate 1.4% among 640,000; in the data active = inhibition above about 32%;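 also: 0% = median of test compound wells and 100% = reference inhibitor wells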
FBW7 act – human FBW7 E3 ligase activation, primary screen; Q969H0; AlphaScreen FBW7–phospho-cyclin E peptide binding, activator screen; normalized activity (activation), % at 26.1 µM; hit rate 0.13% among 650,000; AID 1259310; in the data active = normalized activity above about 1.9%;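 also: purified mutant Fbw7 with reduced substrate affinity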
GPR151 activ – activates the human receptor GPR151 | Q8TDV0 | PathHunter beta-arrestin GPR151 cells, luminescence | activation, % at 11.2 µM | hit rate 1% among 650,000 | AID 1508602; in the data active = activation above about 4.9%;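 also: 0% = median of compound wells and 100% = cells with positive control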
Target sequence (Q8TDV0 whole entry, looked up): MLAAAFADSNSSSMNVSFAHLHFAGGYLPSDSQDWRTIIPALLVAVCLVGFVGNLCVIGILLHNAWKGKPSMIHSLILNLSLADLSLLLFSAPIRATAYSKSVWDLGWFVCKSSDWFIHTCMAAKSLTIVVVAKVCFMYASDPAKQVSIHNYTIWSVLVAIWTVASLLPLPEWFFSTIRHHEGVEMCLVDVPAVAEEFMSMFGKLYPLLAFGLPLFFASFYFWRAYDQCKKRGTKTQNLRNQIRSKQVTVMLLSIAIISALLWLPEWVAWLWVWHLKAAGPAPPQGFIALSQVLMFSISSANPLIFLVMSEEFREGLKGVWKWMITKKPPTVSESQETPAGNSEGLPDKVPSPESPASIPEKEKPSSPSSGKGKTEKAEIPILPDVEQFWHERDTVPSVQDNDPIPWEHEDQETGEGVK
MITF primary – blocks human microphthalmia-associated transcription factor; hit rate 0.91% among 650,000; O75030; AlphaScreen MITF homodimerization, bead proximity signal; inhibition, % at 2.6 µM; in the data active = inhibition above about 50%;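 also: 0% = vehicle wells with protein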
Target sequence (O75030 whole entry, looked up): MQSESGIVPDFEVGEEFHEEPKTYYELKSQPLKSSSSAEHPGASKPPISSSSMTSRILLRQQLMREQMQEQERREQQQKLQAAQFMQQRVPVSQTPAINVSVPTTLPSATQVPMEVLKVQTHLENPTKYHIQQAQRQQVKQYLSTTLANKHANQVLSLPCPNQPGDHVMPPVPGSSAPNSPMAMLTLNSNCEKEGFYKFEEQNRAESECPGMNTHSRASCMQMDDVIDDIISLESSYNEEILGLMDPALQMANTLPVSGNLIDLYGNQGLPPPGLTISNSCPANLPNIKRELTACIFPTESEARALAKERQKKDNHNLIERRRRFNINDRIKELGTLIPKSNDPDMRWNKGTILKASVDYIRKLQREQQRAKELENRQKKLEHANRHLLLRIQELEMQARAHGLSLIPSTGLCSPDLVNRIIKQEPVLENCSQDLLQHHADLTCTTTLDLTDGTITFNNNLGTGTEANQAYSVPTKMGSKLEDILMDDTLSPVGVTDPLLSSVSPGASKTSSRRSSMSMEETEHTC
Active calls of the source: *.

SMILES	TEAD-YAP inh	FBW7 act	GPR151 activ	MITF primary
CCOC(=O)c1sc(NC(=O)C2CC=CCC2C(=O)O)c(C(N)=O)c1C (configuration not stated)	2	0.1	-0.7	23
Cc1nnc(SCC(=O)N(C2CCCCC2)C2CCCCC2)n1N	11	0.1	-0.6	0
CC1CC(C)CN(S(=O)(=O)c2ccc3c(c2)oc(=O)n3CC(=O)N2CCCC2)C1 (configuration not stated)	6	-0.2	0.0	4
CC(C)(CN1CCN(C(=O)c2ccccc2)CC1)NS(=O)(=O)c1ccc(Cl)cc1	-13	0.0	1.3	6
Cc1cccc(N2CC(c3nc4ccccc4n3CC(=O)N3CCCC3)CC2=O)c1 (configuration not stated)	0	0.3	-0.1	13
CCN(CC)c1ccc(-c2cc(C#N)on2)cc1	23	0.4	0.2	9
Cc1sc2nc(-c3cccnc3)nc(NCCOCCO)c2c1C	15	-0.3	0.9	32
COc1cccc(Cc2nc3cccnc3n2C2CCN(Cc3ccoc3)CC2)c1	1	-0.3	-0.6	4
CCN(c1ccccc1)S(=O)(=O)c1nnc(NC(=O)COc2ccccc2F)s1	4	0.0	-0.7	-2
NC(=O)c1ccc(-c2nc(NCCOc3ccccc3)c3ncn(-c4ccsc4)c3n2)cc1	3	-0.1	-0.7	4
COc1ccccc1OCC(=O)N/N=C/c1ccc(Br)cc1	14	-0.1	0.9	6
COc1ccc(-c2cc(C(F)(F)F)n3nc(C(=O)O)c(Cl)c3n2)cc1	5	-0.1	-0.4	-2
Cc1ccc(CC2(CCC(=O)NCCOc3cccnc3)CCC(=O)N2)cc1 (configuration not stated)	3	0.0	-0.3	-4
O=C(/C=C/c1ccccc1)NC(=S)Nc1ccc(I)cn1	9	-0.3	0.8	-1
COC(OC)(C(=O)c1ccccc1)c1ccccc1	7	0.0	-0.8	4
N#Cc1c(-c2ccccc2)cc(-c2ccccc2)nc1SCC(=O)N1CCOCC1	13	0.5	-0.2	16
COc1cc(N)c(Cl)cc1C(=O)N1CCC(C(=O)c2nc3ccccc3s2)CC1	4	0.0	0.1	-2
CN(C)/C=C1\N=C(c2ccc3c(c2)OCO3)OC1=O	-27	0.3	0.1	0
Cc1ccc(CNC(=O)c2nnn(Cc3cccc(F)c3)c2N)cc1	-1	0.2	0.6	7
O=C(COC(=O)c1ccc(N2C(=O)c3cccc([N+](=O)[O-])c3C2=O)cc1)c1ccc(F)cc1	-56	-0.1	-2.6	11
CCn1c2ccccc2c2cc(C3Nc4ccccc4NC4=C3C(=O)CC(c3ccc(OC)c(OC)c3)C4)ccc21 (configuration not stated)	4	0.1	2.6	13
C=C(C)CC(NCc1ccco1)c1ccccc1 (configuration not stated)	-4	0.2	0.3	2
O=C1CC(C(=O)N2CCOc3ccc(CN4CCCC4)cc3C2)CN1 (configuration not stated)	-1	-0.1	-0.5	4
CCOCCCNC(=O)c1ccc(CNS(=O)(=O)c2ccc(OC)cc2)cc1	-4	0.5	1.2	19
CC(NC(=O)C1CC1)c1nnc2n1CCN(C/C=C/c1ccccc1)CC2 (configuration not stated)	11	0.1	2.5	10
CC(NC(=O)c1ccc(Cl)cc1Cl)C(=O)O (configuration not stated)	1	0.0	1.1	7
C#CCOc1cccc(/C=C2/C(=O)NC(=O)N(c3ccc(C(=O)OC)cc3)C2=O)c1	2	0.0	-0.8	1
COc1cc(C(=O)Nc2nc3c(C)cccc3s2)cc(OC)c1OC	7	0.1	-1.4	-14
CCN1CCN(c2cc(C)c3cc(NC(=O)COc4ccc(C)cc4)ccc3n2)CC1	10	0.1	0.6	15
COc1ccccc1N1CCN(Cc2nc(N)nc(Nc3ccc(C)cc3C)n2)CC1	3	-0.4	1.5	-6
CN(C)c1cc(F)nc(F)n1	10	0.0	-0.9	0
CCOc1ccc(S(=O)(=O)N(CC(=O)NCc2ccncc2)c2ccccc2)cc1	10	-0.1	-1.3	7
O=C(Cc1ccccc1)Nc1ccc(Cl)c(C(=O)Nc2ccccc2C(=O)O)c1	1	-0.1	-0.2	6
COc1ccc(NC(=O)CSCc2ccccc2C)cc1OC	-11	0.4	1.9	7
COCCNC(=O)CN(c1ccc(Cl)cc1)S(=O)(=O)c1ccc(OC)cc1	11	0.1	2.1	4
C=CCNc1nc(Nc2ccc(C)cc2)c2cnn(C)c2n1	5	0.1	-1.4	2
O=C(/C=C/c1ccc(Cl)cc1)NC1CCCCCCCCCCC1	7	0.0	-0.4	2
Cc1ccc(CNC(=O)c2ccc(Cn3nc(C)c(Cl)c3C)o2)cc1	1	0.0	1.1	-1
O=C1N[C@@H](Cc2cnc[nH]2)C(=O)N2CCN(C(=O)c3cc(F)ccc3F)C[C@H]12	3	-0.1	-0.9	4
CCOc1ccc(Nc2[nH]c(=O)sc2C2=c3cc(Br)ccc3=NC2=O)cc1	-17	-0.1	-0.9	4
C=CCn1c2ccccc2c2nnc(SCC(=O)NC(C(=O)OC)C(C)C)nc21 (configuration not stated)	8	0.0	1.2	-22
COCCCn1c(C)cc(C(=O)COc2ccc3[nH]c4ccccc4c(=O)c3c2)c1C	-21	0.2	-1.4	-3
O=C(NCCCN1CCOCC1)c1cc(S(=O)(=O)N2CCOCC2)ccc1Sc1ccc(Br)cc1	-8	-0.2	5.6*	-5
Fc1ccc(N/N=C/c2ccc3c(c2)OCCO3)c(F)c1	-28	0.2	1.2	-1
O=C(CSc1nc2ccccc2s1)c1ccc[nH]1	-43	0.3	-0.7	17
Cc1cc(C)nc(Nc2ccc(Cl)cc2C)n1	-5	-0.1	-0.9	5
COCCNC(=S)Nc1ccccc1-c1ccccc1	7	0.1	0.0	-7
COc1ccccc1C1NC(=O)NC(C)=C1C(=O)OCc1ccccc1 (configuration not stated)	-10	-0.1	0.4	0
Cc1ccsc1/C=C(\C#N)C(=O)NCCN1CCCCC1	-9	-0.1	1.4	2
CCN(CC)C1=C(Cl)C(=O)N(c2ccc(F)cc2)C1=O	8	0.1	1.1	5
O=C(O)C1CCCN(S(=O)(=O)N2CCOCC2)C1 (configuration not stated)	5	0.1	1.0	-5
O=C(Nc1ccccc1Cl)C1CC2CCCN2C12C(=O)Nc1ccccc12 (configuration not stated)	-1	0.0	0.3	1
COc1ccccc1CN1CCCCCC1	2	-0.1	1.1	18
CCCCOC(=O)c1cccc(NC(=O)COc2ccc(Cl)cc2)c1	7	0.1	1.1	9
O=C(Nn1c(-c2ccc(F)cc2)nc2ccccc2c1=O)c1ccc(Cl)c(Cl)c1	-5	-0.1	0.1	1
O=C1NCCC/C1=N\Nc1cc2c(cc1Br)OCCO2	5	-0.2	-0.4	-4
Cc1cc(C(=O)COC(=O)C2COc3ccccc3O2)c(C)n1Cc1ccco1 (configuration not stated)	-12	-0.1	0.3	-2
COc1ccc(C(=O)N2CCN(C(=O)c3ccccc3OC)CC2)cc1	-3	-0.4	1.1	2
CCOC(=O)Nc1ccc2c(c1)Nc1ccccc1CC2	-13	0.0	3.0	8
CC(=O)c1sc(NC(=O)c2ccc(Cn3cc(Br)cn3)o2)nc1C	3	0.0	0.1	11

(listing goes on)
SMILES	TEAD-YAP inh	FBW7 act	GPR151 activ	MITF primary
COC(=O)Nc1cccc2c1C(=O)c1ccccc1C2=O	-3	-0.1	0.1	5
O=S(=O)(Nc1cccc(S(=O)(=O)N2CCOCC2)c1)c1ccc2c(c1)OCCO2	-7	-0.2	1.2	-11
CCCS(=O)(=O)c1ncc(Cl)c(C(=O)Nc2nc3ccc(C)cc3s2)n1	-17	-0.2	-0.1	-5
O=C(Nc1cccc2ccccc12)c1ccc(N2C(=O)C3C4C=CC(C4)C3C2=O)cc1 (configuration not stated)	5	-0.1	0.3	3
O=S(=O)(CCc1nc2ccccc2o1)c1ccc(Cl)c(Cl)c1	9	0.0	-0.4	12
COc1ccc(-c2noc(CN3CCCC(OC)C3)n2)c(OC)c1OC (configuration not stated)	-3	0.0	0.4	1
Cc1cc(C)n2nc(CC(=O)NCCC(C)C)nc2n1	7	0.8	-1.3	8
COc1ccccc1-n1c(-c2ccccc2)cn2c3c(=O)n(C)c(=O)n(C)c3nc12	15	0.0	0.3	-10
CCOc1cccc(NC(=O)CSc2ncc(-c3ccccc3)[nH]2)c1	11	0.0	-0.7	0
Cc1nc2ccccc2n1C1CC(=O)N(c2ccc(Br)cc2)C1=O (configuration not stated)	1	0.3	-0.1	11
COC(=O)C(O)(CC(=O)Nc1ccc([N+](=O)[O-])cc1)C(F)(F)F (configuration not stated)	-3	0.2	-1.0	-8
COc1ccccc1/C=C(\C#N)c1nc(-c2ccc(C)cc2)cs1	-5	0.0	3.4	-2

Copied from above (17 entries):
SMILES	TEAD-YAP inh	FBW7 act	GPR151 activ	MITF primary
O=C1NCCC/C1=N\Nc1cc2c(cc1Br)OCCO2	5	-0.2	-0.4	-4
Cc1cc(C(=O)COC(=O)C2COc3ccccc3O2)c(C)n1Cc1ccco1 (configuration not stated)	-12	-0.1	0.3	-2
COc1ccc(C(=O)N2CCN(C(=O)c3ccccc3OC)CC2)cc1	-3	-0.4	1.1	2
CCOC(=O)Nc1ccc2c(c1)Nc1ccccc1CC2	-13	0.0	3.0	8
CC(=O)c1sc(NC(=O)c2ccc(Cn3cc(Br)cn3)o2)nc1C	3	0.0	0.1	11
COC(=O)Nc1cccc2c1C(=O)c1ccccc1C2=O	-3	-0.1	0.1	5
O=S(=O)(Nc1cccc(S(=O)(=O)N2CCOCC2)c1)c1ccc2c(c1)OCCO2	-7	-0.2	1.2	-11
CCCS(=O)(=O)c1ncc(Cl)c(C(=O)Nc2nc3ccc(C)cc3s2)n1	-17	-0.2	-0.1	-5
O=C(Nc1cccc2ccccc12)c1ccc(N2C(=O)C3C4C=CC(C4)C3C2=O)cc1 (configuration not stated)	5	-0.1	0.3	3
O=S(=O)(CCc1nc2ccccc2o1)c1ccc(Cl)c(Cl)c1	9	0.0	-0.4	12
COc1ccc(-c2noc(CN3CCCC(OC)C3)n2)c(OC)c1OC (configuration not stated)	-3	0.0	0.4	1
Cc1cc(C)n2nc(CC(=O)NCCC(C)C)nc2n1	7	0.8	-1.3	8
COc1ccccc1-n1c(-c2ccccc2)cn2c3c(=O)n(C)c(=O)n(C)c3nc12	15	0.0	0.3	-10
CCOc1cccc(NC(=O)CSc2ncc(-c3ccccc3)[nH]2)c1	11	0.0	-0.7	0
Cc1nc2ccccc2n1C1CC(=O)N(c2ccc(Br)cc2)C1=O (configuration not stated)	1	0.3	-0.1	11
COC(=O)C(O)(CC(=O)Nc1ccc([N+](=O)[O-])cc1)C(F)(F)F (configuration not stated)	-3	0.2	-1.0	-8
COc1ccccc1/C=C(\C#N)c1nc(-c2ccc(C)cc2)cs1	-5	0.0	3.4	-2

Next results follow:
SMILES	TEAD-YAP inh	FBW7 act	GPR151 activ	MITF primary
CCOc1ccccc1NC(=O)C(=O)N/N=C/c1cccc(OC)c1O	79*	-1.6	1.6	23
Cc1cccc(-n2nc3c(c2NC(=O)/C=C\c2ccccc2)CS(=O)(=O)C3)c1C	4	0.0	1.8	1
O=C(Nc1scc2c1c(=O)oc1ccccc12)c1cccs1	-15	0.3	0.8	-2
Cc1ccc(C)c(N2CCN(S(=O)(=O)c3cc(C(=O)Nc4cc(Cl)cc(Cl)c4)ccc3F)CC2)c1	8	0.0	1.8	7
CS(=O)(=O)N(CC(=O)Nc1ccccc1Br)c1ccc(F)cc1	10	-0.1	-1.1	16
Fc1cnc(Nc2cccc(Br)c2)nc1Nc1cccc(Br)c1	9	-0.1	0.7	-2
CC(=O)N1CCN(CC(=O)N2CCc3ccccc3C2)CC1	7	0.1	3.0	83*
O=C1C2CCCCC2C(=O)N1c1ccc(N2CCN(CCO)CC2)c([N+](=O)[O-])c1 (configuration not stated)	2	-0.1	0.1	4
CCc1c(C)sc(NC(=O)c2cc(Cl)cc(Cl)c2)c1C(N)=O	-1	0.6	3.3	13
COCCn1c(-c2ccc(F)cc2)cnc1NCc1ccccc1	-4	-0.2	-0.5	17
O=C(NCC(O)c1ccccc1)C(=O)Nc1ccc(F)cc1 (configuration not stated)	-34	0.1	1.1	18
CC(C)CC(N)c1nc2ccccc2o1 (configuration not stated)	9	-0.1	2.7	-13
C=CCn1c(SCC(=O)Nc2ccc(OC)cc2)nnc1-c1ccc(OC)cc1	-1	0.0	-0.6	-1
Cc1nn(C(C)(C)C)c(N)c1-c1ccccc1	-3	0.2	0.6	17
CC(=O)c1c(N(C)C)ccnc1C(F)(F)F	-4	0.2	0.8	11
O=C(Nc1nc(-c2ccc(Cl)cc2)cs1)c1sc2ccccc2c1Cl	-7	-0.1	0.4	0
COc1ccccc1-c1csc(NC(=O)c2ccc(S(=O)(=O)N3CCOCC3)cc2)n1	12	0.1	-1.2	-7
NC(=O)C1CCN(C(=O)CN(c2ccccc2F)S(=O)(=O)c2ccccc2)CC1	6	-0.1	-0.6	-4
CC(=O)Nc1cccc(N2C(=O)c3ccc(Br)cc3C2=O)c1	1	-0.1	1.6	5
Cc1ccc(N(CC(O)CN2CCOCC2)S(=O)(=O)c2ccc(C)cc2)cc1 (configuration not stated)	12	0.6	-0.1	1
COc1cccc(CC(=O)Nc2cnc3cnc(-c4ccc(Cl)cc4)cn23)c1	4	0.1	-0.3	24
O=C(Nc1ccc(Oc2ccccc2)cc1)c1cc2ccccc2oc1=O	-8	0.2	-1.0	14
O=C(Nc1ccc(N2CCOCC2)c(Cl)c1)c1cccc2c(Br)cccc12	9	0.0	-0.5	9
COc1ccc(CCNc2nc(NCCCN3CCCC3=O)nc3cc(OC)c(OC)cc23)cc1	-4	-0.3	2.7	2
Cc1ccc(C2C(C#N)=C(N)Oc3n[nH]c(-c4ccccc4)c32)cc1 (configuration not stated)	-2	-0.1	-0.3	2
Cc1ccc(S(=O)(=O)Nc2ccc(N3CCCCC3)cc2)cc1[N+](=O)[O-]	11	0.5	-1.0	5
